Screens deposited in PubChem by several laboratories.
ARFGAP1 inhibitor = rat ARFGAP1 inhibition; Q62848; Arfgap1-stimulated ARF1 GTP hydrolysis, GDP FP detection; inhibition, % at 16.5 µM; 360,000 tested, 0.26% active; AID 651572;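 active = inhibition above a per-plate limit, mean inhibition of low control wells plus 3 SD, cut at about 25% in these data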;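 also: 0% = DMSO wells with enzyme and 100% = wells lacking Arfgap1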
Target sequence (Q62848 1-136 limits assumed): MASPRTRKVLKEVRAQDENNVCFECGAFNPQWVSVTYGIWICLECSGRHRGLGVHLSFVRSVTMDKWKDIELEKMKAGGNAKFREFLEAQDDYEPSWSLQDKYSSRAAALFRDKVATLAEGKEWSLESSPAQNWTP
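System: truncated rat Arfgap1 GAP domain / Benchmarks: high control wells lacking Arfgap1, low control full reaction with DMSO / Times: compound-enzyme preincubation 20 min, reaction 120 min, detection 60 min, 25 °C / Repeats: one replicate per compound / Also added: human ARF1(Δ1-17)-GTP substrate / Measured by: Tracer-displacement fluorescence polarization with EDTA stop, 620/688 nm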
KLK7 zymogen act = proKLK7 (human) activation, primary screen | purified proKLK7, EDANS-DABCYL substrate fluorescence; 100% is mature enzyme control, 0% vehicle | 370,000 tested, 0.9% active | activation, % at 7 µM;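 active = activation above the mean of all tested compounds plus 3 SD, computed per campaign excluding outliers beyond control limits, cut at about 13% in these data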
Target sequence (P49862 whole entry, looked up): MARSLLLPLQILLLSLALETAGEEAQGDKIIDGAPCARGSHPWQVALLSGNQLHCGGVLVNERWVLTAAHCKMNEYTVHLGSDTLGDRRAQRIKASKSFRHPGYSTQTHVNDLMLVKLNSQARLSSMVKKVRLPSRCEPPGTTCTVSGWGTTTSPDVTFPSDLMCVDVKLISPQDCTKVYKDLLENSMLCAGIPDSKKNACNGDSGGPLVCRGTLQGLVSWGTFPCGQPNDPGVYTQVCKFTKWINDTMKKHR
NPR2 activator = GC-B (human) receptor activation | HEK293-GC-B cells, CNP EC30, cGMP TR-FRET; 0% at EC30 CNP, 100% saturating CNP | activation, % at 10 µM | 370,000 tested, 0.11% active | AID 1920062;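 active = activation at 10 µM reaching about 35% in either raw or pattern-adjusted values, limit read from the data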
sPLA2-III inh = Blocks human group III sPLA2 activity; QFRET BODIPY PC-A2 liposome hydrolysis, fluorescence; 370,000 tested, 0.56% active; Q9NZ20; inhibition, % at 12.2 µM;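 active = inhibition above mean plus 3 SD of compounds lying within the high and low control bounds, cut at about 19% in these data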;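 also: 0% = median of test compound wells and 100% = no enzyme DMSO wells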
NPR1 activator = GC-A (human) enzyme activation. activation, % at 10 µM. 370,000 tested, 0.14% active. HEK293 GC-A cells, cGMP TR-FRET, EC30 ANP; 0% at EC30 ANP, 100% saturating ANP. P16066; in the data active = activation above about 40%
rCAG RNA binder = binds r(CAG) RNA repeats | inhibition, % at 3 µM | AID 651821 | 370,000 tested, 1.3% active | r(CAG) RNA repeat, TO-PRO-1 dye displacement fluorescence;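 active = inhibition above the plate cutoff, the mean of all test compounds on that plate plus 3 SD, cut at about 35% in these data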;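 also: 0% = DMSO alone and 100% = 100 µM mitoxantrone as full dye displacement; higher means more dye released from RNA so lower well fluorescence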
GAA850 FXN act = activators of GAA850 frataxin (FXN) promoter; activation, % at 6 µM; HEK293 lucGAA850 FXN promoter luciferase reporter, 24 h; percent of 10 µM SAHA response; AID 540364; 360,000 tested, 0.56% active;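 active = activation above the average of all compounds screened plus 3 SD, cutoff fixed separately per campaign, cut at about 7.5% in these data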;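 also: 0% = DMSO wells and 100% = 10 µM SAHA wells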
Tn6 DDE FP = DD(E)-Tn6 binding inhibition, primary FP screen. inhibition, % at 8.3 µM. 370,000 tested, 0.21% active. AID 720509. P02675. Fibrin DD(E) TRITC-Tn6 fluorescence polarization displacement;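 active = inhibition above a per-campaign cutoff: mean of compounds within control limits plus 3 SD, cut at about 15% in these data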;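 also: 0% = median of all compound wells on the plate and 100% = blocking peptide control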
ADAM10 inh = inhibitors of human ADAM10 | O14672 | recombinant ADAM10, EDANS/DABCYL FRET peptide cleavage, 3 h | inhibition, % at 7 µM | 370,000 tested, 0.62% active;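 active = inhibition above a per-campaign cutoff equal to the mean of compounds falling between control-based bounds plus 3 SD, cut at about 20% in these data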;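 also: 0% = DMSO wells while the 100% control is not disclosed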
ASAP1 GAP inh = inhibitors of human ASAP1 ArfGAP activity; Q9ULH1; ASAP1-stimulated ARF1 GTP hydrolysis, GDP FP detection; inhibition, % at 16.5 µM; 360,000 tested, 0.19% active; in the data active = inhibition above about 25%;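 also: 0% = vehicle with enzyme and substrate and 100% = no enzyme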
Target sequence (Q9ULH1 325-724 limits assumed): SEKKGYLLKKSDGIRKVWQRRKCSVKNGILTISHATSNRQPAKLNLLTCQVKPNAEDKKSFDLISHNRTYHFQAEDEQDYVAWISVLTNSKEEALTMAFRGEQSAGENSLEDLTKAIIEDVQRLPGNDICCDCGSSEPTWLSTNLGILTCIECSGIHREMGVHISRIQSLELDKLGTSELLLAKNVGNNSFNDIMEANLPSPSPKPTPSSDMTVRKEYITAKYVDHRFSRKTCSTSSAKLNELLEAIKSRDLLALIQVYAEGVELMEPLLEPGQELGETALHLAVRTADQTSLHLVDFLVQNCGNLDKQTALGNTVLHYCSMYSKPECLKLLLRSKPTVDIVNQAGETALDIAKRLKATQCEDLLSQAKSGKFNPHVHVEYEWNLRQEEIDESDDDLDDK
The depositor's hits bear a star; i = inactive; . = no result given.

Start of the data: the first 2 compounds as a preview:
mol,ADAM10 inh,KLK7 zymogen act,ARFGAP1 inhibitor,GAA850 FXN act,NPR2 activator,ASAP1 GAP inh,rCAG RNA binder,NPR1 activator,Tn6 DDE FP,sPLA2-III inh
CCCN(CC(=O)Nc1ccccc1OC)C(=O)CCC(=O)c1ccc(F)cc1,-5,-0.3,5,0.0,-2,-5,-5,-1,1,3
O=C(NCCS(=O)(=O)NCCc1ccccc1)c1ccccc1,0,0.6,7,0.2,-3,10,-1,0,-4,-3

All compounds of this part (from the top)
mol,ADAM10 inh,KLK7 zymogen act,ARFGAP1 inhibitor,GAA850 FXN act,NPR2 activator,ASAP1 GAP inh,rCAG RNA binder,NPR1 activator,Tn6 DDE FP,sPLA2-III inh
CCCN(CC(=O)Nc1ccccc1OC)C(=O)CCC(=O)c1ccc(F)cc1,-5,-0.3,5,0.0,-2,-5,-5,-1,1,3
O=C(NCCS(=O)(=O)NCCc1ccccc1)c1ccccc1,0,0.6,7,0.2,-3,10,-1,0,-4,-3
O=C(O)c1ccccc1/C=N/N1CCN(C2c3ccccc3-c3ccccc32)CC1,0,-0.4,-9,2.8,1,-1,15,-5,1,-5
Cc1ccc(OCC(=O)NCCN2CCCC2)cc1,0,-0.1,15,2.8,1,17,-2,1,-5,1
CC(=O)N1c2ccccc2C(C)(C)C2CCC(C)CC21 (stereo not drawn),-3,0.2,-6,0.7,-9,-9,-3,-10,2,-1
CN(C)c1ccc(/C=N/NC(=O)C(O)(c2ccccc2)c2ccccc2)o1,-4,-0.3,-1,-0.9,2,-2,13,3,7,-7
CCCOc1ccc(-c2nnn(CC(=O)c3ccc4c(c3)OCCO4)n2)cc1,-2,-0.7,3,-1.2,0,7,-1,-2,-1,-23
O=C(CSc1nnc2ccccn12)NCc1ccc2c(c1)OCO2,12,0.0,-10,-1.1,6,14,1,0,-1,2
O=C(CN1CCN(S(=O)(=O)c2ccc(Br)cc2)CC1)N/N=C/c1cc([N+](=O)[O-])ccc1Cl,4,-0.1,12,0.6,-7,6,5,-7,-3,-8
COc1ccccc1P(=O)(c1ccccc1)c1ccc([N+](=O)[O-])cc1 (stereo not drawn),-1,0.2,-8,-0.1,-11,3,-5,-20,5,-2
COc1ccc2nc(NC(=O)c3ccco3)sc2c1,-10,1.5,1,-2.4,-2,1,3,4,-5,-1
CC(C)CCOc1ccc(C(=O)NCC(c2ccco2)N(C)C)cc1 (stereo not drawn),-1,0.5,-5,1.4,3,3,3,6,-6,2
CC(C)(C)S(=O)N1Cc2cc(CO)cc(-c3ccccc3)c2[C@@H]1CCO (stereo partly drawn),-21,-0.6,-1,1.3,-2,4,5,6,-5,10
COc1cccc(NC(=O)C2(C)CCN2C(C)C)c1OC (stereo not drawn),4,-0.3,4,-1.3,1,7,-1,1,5,-1
CN(C)c1ccc(CN(C(=O)c2ccccc2Br)C2CCS(=O)(=O)C2)cc1 (stereo not drawn),8,0.0,10,0.4,-1,5,-4,-4,5,9
CCOC(=O)[C@H]1[C@H]2COc3cc(OC)ccc3[C@@H]2N2C(=O)CN(CC3CCCO3)C(=O)[C@@]12C (stereo partly drawn),1,0.4,-2,1.8,1,13,-7,2,4,1
COc1ccccc1NC(=O)COC(=O)c1ccccc1OCC(=O)Nc1ccc(SC(F)F)cc1,-5,-0.7,-5,1.6,-3,-3,1,2,4,10
O=C(Nc1ccccc1N1CCN(C(=O)c2ccccc2)CC1)c1cc2ccccc2o1,1,-0.2,1,0.5,-5,-2,0,-4,5,2
C(=N\Nc1nc(Nc2ccccc2)nc(N2CCOCC2)n1)/c1c[nH]c2ccccc12,17,0.2,2,.,-1,19,16,-2,-5,-23
CCOC(=O)C1CCCN(S(=O)(=O)c2ccc3c(c2)C(C)(C)C(=O)N3C)C1 (stereo not drawn),-3,0.1,-8,0.7,5,-5,0,-4,2,-6
CCOC(=O)c1ccc(NC(=O)CSc2ncccn2)cc1,2,0.4,9,-0.3,0,-18,3,0,-1,1
Cn1c(=O)oc2cc(S(=O)(=O)N3CCC(C(=O)N4CCN(c5ccc(F)cc5)CC4)CC3)ccc21,6,0.0,3,0.8,-1,-1,-2,1,7,-3
COCCN=C1N[C@@H](c2ccccc2)C(C(=O)OC)=C(C)N1Cc1ccccc1,-16,-0.5,6,-1.3,-14,7,-4,-11,4,2
O=C(COc1ccc(Br)cc1)Nc1ccc(NC(=O)c2ccccc2)cc1,-8,0.7,-6,-1.5,-1,-4,-1,0,-9,8
O=C(c1ccco1)N1CCN(C(=O)c2ccccc2OCc2ccccc2)CC1,7,0.2,-1,0.7,-1,0,3,-3,4,1
CCN1CCN(c2nc3ccccc3n3cnnc23)CC1,-8,0.8,12,0.3,2,10,-6,3,-2,2
CSc1cccc(NC(=O)CN(Cc2ccc(Cl)cc2)S(C)(=O)=O)c1,10,0.1,12,-0.7,-7,-3,1,-13,5,-30
Cc1ccc(CN2C(=O)C(Cc3ccccc3)Nc3ncnc(N4CCOCC4)c32)cc1 (stereo not drawn),-4,0.7,-21,.,1,-13,4,2,-1,-7
CN(CC(=O)Nc1ccc(Cl)c(C(F)(F)F)c1)C(=O)Cc1cccs1,0,-0.1,10,-0.6,-3,3,-1,1,-5,-3
Cc1ccc(C)c(NC(=O)C2CC(Cl)=CCC2C(=O)O)c1 (stereo not drawn),-3,0.2,0,-1.0,5,0,0,3,5,-1
O=C(O)CCC(=O)Nc1nc2ccc([N+](=O)[O-])cc2s1,-4,-0.5,6,0.7,-5,-5,5,-1,-5,4
COc1ccc(C2NC(=S)NC3=C2CCc2ccccc23)cc1OC (stereo not drawn),-20,0.1,-3,-0.9,-3,14,12,-1,2,1
CCOC(=O)CC1C(=O)NCCN1S(=O)(=O)c1cc(Cl)c(Cl)cc1Cl (stereo not drawn),7,0.5,19,1.4,-3,4,1,-9,-10,0
O=C1c2ccccc2C(Nc2ccc(S(=O)(=O)N3CCOCC3)cc2)N1c1cccnc1 (stereo not drawn),-10,-0.4,3,2.2,-6,4,4,3,-17,11
COc1cccc(OCc2cc(/C=N/NC(=O)c3ccn[nH]3)ccc2OC)c1,2,-0.5,-7,3.1,3,2,11,-3,-7,-1
Cc1ccc(C(=O)C(C)OC(=O)C2CCN(c3ccc(C(F)(F)F)cn3)CC2)cc1 (stereo not drawn),-3,0.7,2,0.9,-1,5,-4,2,4,4
CC(=O)/C(N=Nc1ccc2c(c1)OCCO2)=C(\C)O,-1,-0.5,3,-13,-1,5,-4,4,-2,9
Cc1cc(Sc2nc(N(C)C)nc(N(C)C)n2)nc(Cl)n1,-8,0.4,4,1.4,-11,3,0,-9,-2,14
O=C(NCc1ccccc1)c1cc(C2CCCCN2C(=O)c2ccccc2)on1 (stereo not drawn),1,0.1,8,-0.2,2,-10,-2,1,-1,-7
O=C(c1cccc([N+](=O)[O-])c1)N1CCN(C/C=C/c2ccccc2)CC1,-3,0.1,-1,1.3,1,8,-8,3,-5,-5
CCCn1c(=O)c2ccccc2n2c(SCC(=O)c3ccc(CC)cc3)nnc12,6,-0.4,4,-1.1,-12,7,1,5,-4,-5
CC(C)(C)CC(=O)Nc1ccc(Nc2ccccc2)cc1,1,0.0,12,1.6,0,20,0,1,-3,0
Cc1nc2ccc(N)cc2c(=O)n1Cc1ccc(Cl)cc1,i,2.9,2,2.7,6,-12,0,7,-3,10
COc1cc(CN2CCNC(=O)C2CC(=O)N(C)CCCN2CCOCC2)cc(OC)c1 (stereo not drawn),-16,-0.5,0,0.1,9,7,-2,1,5,5
COc1ccc(C2(C(=O)Nc3ccc(C(=O)N4CCOCC4)cc3)CCOCC2)cc1,8,0.6,-8,-0.8,3,-3,-1,-1,-1,2
CCCCNC(=O)C1CC(c2ccc(C(F)(F)F)cc2)=NO1 (stereo not drawn),10,0.3,3,0.2,5,7,-4,4,0,3
CC(=O)Nc1ccc(S(=O)(=O)N2C(=O)c3cccc4cccc2c34)cc1,-4,-0.4,5,.,3,5,-1,1,2,4
CC(C)(C)[C@@H]1C=C(C(=O)O)[C@H](c2ccc(Cl)cc2)N1S(=O)(=O)c1ccccc1,3,-0.1,-2,-0.7,0,1,31,2,-9,-6
COc1cc(S(=O)(=O)N2CCCCCC2)ccc1-n1cnnn1,-2,0.2,14,0.9,-2,-8,-3,1,0,-3
CC(C)(C)c1ccc(-n2ncc3c2CCCC3NC(=O)CN2CCOC2=O)cc1 (stereo not drawn),-36,-0.1,-13,0.7,4,-6,-7,4,-3,-1
CCC(C(=O)N/N=C(\C)c1cccnc1)c1ccccc1 (stereo not drawn),7,-0.1,-12,1.8,3,-1,-3,7,-2,-5
CN(C(=O)c1ccccc1C(=O)OCC(=O)NCc1cccs1)C1CCCCC1,-5,0.0,3,0.6,-3,-8,-8,-3,4,-4
COc1ccc(Cc2nc3ccc(C(=O)NCCSC)cc3o2)cc1,-3,-0.8,-13,6.1,4,17,-7,2,-1,-10
COc1ccc(S(=O)(=O)N2CCCOC2CNC(=O)C(=O)NCCc2ccco2)cc1C (stereo not drawn),5,0.6,2,-5.4,5,-3,4,1,-1,-10
COc1ccccc1NC(=O)C1CCCN(C(=O)NCc2ccccc2)C1 (stereo not drawn),10,-0.4,5,-0.4,4,-3,-2,-1,4,-2
N#CCCN(C(=O)Nc1ccccc1)C1CCCCC1,-14,-0.4,-5,-1.1,0,-12,1,0,-1,15

Next section
mol,ADAM10 inh,KLK7 zymogen act,ARFGAP1 inhibitor,GAA850 FXN act,NPR2 activator,ASAP1 GAP inh,rCAG RNA binder,NPR1 activator,Tn6 DDE FP,sPLA2-III inh
NC(=O)c1cc(S(=O)(=O)N2CCN(c3cccc(Cl)c3)CC2)cs1,4,1.0,5,2.2,-7,12,2,-10,9,-9
COc1ccc(CNC(=O)c2ccc(Cn3cc(Cl)cn3)o2)cc1,0,0.4,0,1.3,3,-11,3,-2,-6,4
O=C(O)c1c[nH]c2nccnc12,-32,0.6,9,1.3,1,-4,1,1,-2,-4
O=C(Nc1ccc(OC(F)(F)F)cc1)c1cccc(-n2cnnn2)c1,4,-0.6,10,-0.8,5,-4,-1,-2,2,3
CCCc1nc2cc(C)c(Br)c(C)n2c1Cc1ccc(OC)cc1C,-1,0.0,7,.,1,-6,7,0,-4,13
COc1cc(/C=N/NC(=O)c2cc(-c3cccc(OC(C)C)c3)nc3ccccc23)ccc1O,28*,-1.4,8,-6.6,-22,-7,22,1,-7,-23
CNc1ccccc1C(C)(C)c1cc(-c2ccco2)n[nH]1,-3,0.7,0,-0.6,-1,-8,4,1,-1,-7
CCn1c(-c2ccc(C(C)(C)C)cc2)n[nH]c1=S,-1,-0.5,4,0.9,0,16,-2,1,3,15
CC(NC(=O)C12CC3(C)CC(C)(CC(C)(C3)C1)C2)C(=O)O (stereo not drawn),2,-0.7,-1,-0.4,2,-3,2,3,2,2
O=C(COC(=O)C1CCN(S(=O)(=O)c2ccccc2)CC1)NCCc1ccccc1,-10,0.6,4,2.4,-4,13,0,-2,-4,6
